High-throughput results as filed in PubChem BioAssay.
CaV13 FRET inh: Primary screen for inhibitors of IQ motif and Ca2+-dependent inactivation inhibitor domain binding in CACNA1D, Förster resonance energy transfer in living cells, …; inhibition, % at 12.3 µM; HEK cells, CFP/YFP FRET ICDI-IQ, plate reader, 10 min; percent FRET-ratio fall versus neutral wells; 340,000 tested, 0.098% active; AID 743397;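 active means mean replicate inhibition of at least 30% and at least 1% of replicates passing that level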;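 further: 0% = median of the neutral control wells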
PDI inh: inhibitors of human PDI, primary screen, biochemical, turbidity, single point, plate reader | Protein disulfide-isomerase (Homo sapiens), P07237 | PDI insulin aggregation turbidity, A650, 90 min | inhibition, % at 10 µM | 350,000 tested, 0.052% active | AID 588391, 2011;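 active means mean inhibition across replicates of 30% or more, whatever share of single replicates reach that level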;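 further: absorbance from insulin aggregation driven by PDI reduction with DTT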
Target sequence (P07237 whole entry, looked up): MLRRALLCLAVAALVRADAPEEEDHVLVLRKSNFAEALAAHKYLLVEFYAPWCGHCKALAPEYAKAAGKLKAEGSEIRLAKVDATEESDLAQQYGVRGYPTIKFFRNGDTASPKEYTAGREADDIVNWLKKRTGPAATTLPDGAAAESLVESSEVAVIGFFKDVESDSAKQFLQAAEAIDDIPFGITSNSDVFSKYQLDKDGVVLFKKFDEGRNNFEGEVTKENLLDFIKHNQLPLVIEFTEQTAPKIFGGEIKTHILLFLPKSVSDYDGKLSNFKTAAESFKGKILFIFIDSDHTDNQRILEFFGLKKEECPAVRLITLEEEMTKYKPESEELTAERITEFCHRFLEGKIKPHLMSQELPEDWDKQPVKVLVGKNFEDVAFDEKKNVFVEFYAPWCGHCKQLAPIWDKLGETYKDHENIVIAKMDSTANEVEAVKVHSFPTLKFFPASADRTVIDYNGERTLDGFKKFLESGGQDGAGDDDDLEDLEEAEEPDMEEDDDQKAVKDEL
MC4R antagonist: MC4R antagonists of cAMP signaling, primary screen, cell-based, TR-FRET, antagonist arm of biased-ligand search. 360,000 tested, 0.48% active. Melanocortin receptor 4 (Homo sapiens), P32245. MC4R-expressing cells, MTII-stimulated cAMP, LANCE TR-FRET. inhibition, % at 6.5 µM. AID 540295, 2011;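 active means inhibition above its plate's cutoff, the mean of tested wells on that plate plus 3 SD, cut at about 29% in these data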;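 further: 0% = Melanotan II alone and 100% = Melanotan II plus saturating MCL0020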
Target sequence (P32245 whole entry, looked up): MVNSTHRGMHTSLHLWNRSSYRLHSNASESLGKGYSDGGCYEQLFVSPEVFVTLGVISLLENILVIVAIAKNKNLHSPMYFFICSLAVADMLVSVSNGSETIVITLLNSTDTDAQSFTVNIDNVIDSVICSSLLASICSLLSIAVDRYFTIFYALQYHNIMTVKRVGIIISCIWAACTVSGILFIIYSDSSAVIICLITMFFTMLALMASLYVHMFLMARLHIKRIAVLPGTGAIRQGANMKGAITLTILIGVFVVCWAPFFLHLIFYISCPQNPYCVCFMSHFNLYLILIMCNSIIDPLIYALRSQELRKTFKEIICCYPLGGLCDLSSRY
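System: U2OS cells stably expressing human melanocortin 4 receptor (MC4R). Reagent: Melanotan II challenge after compound preincubation. Doses: 6.5 µM. Times: 30-min compound, 1-h challenge, 1-h detection, room temperature. Measured by: TR-FRET with Eu-cAMP and labeled anti-cAMP, 671 nm. Replicates: singlicate.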
H9c2 protect: cardioprotection against H2O2-induced cell death, primary screen, uHTS, H9c2 cells, ATPLite luminescence | 360,000 tested, 0.63% active | protection from H2O2 cell death, % at 20 µM | AID 588492, 2011 | H9c2 cardiomyocytes, H2O2 injury protection, 2 h;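 active means compounds giving at least 50% protection of heart cells from peroxide-induced death in the single-dose screen, raw or plate-pattern-corrected value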;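 further: 0% = DMSO wells with peroxide and 100% = DMSO wells without peroxide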
N-glyco inh: increase of ERlucT glycosylation luciferase signal, primary screen, N-linked glycosylation inhibitor project, D54 ERlucT cells, luminescence, set 2. D54 ERlucT glycosylation luciferase reporter, 24 h; percent of 100 nM tunicamycin response. reporter increase, % at 12.5 µM. 360,000 tested, 0.23% active. AID 588692, 2011;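 active means mean luciferase reporter signal, scaled so untreated is 0 and the glycosylation-blocking control 100, at or above a set limit in every replicate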;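 further: luciferase carries N-glycosylation sites so blocking glycosylation raises the light; 0% = median of neutral control wells and 100% = median of 100 nM tunicamycin wells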
aDG glyco up: activators of alpha-DG glycosylation, primary screen, uHTS, Pro5-aDG cells, AlphaScreen. alpha-DG glycosylation AlphaScreen (IIH6); 0% Pro5, 100% B10-LARGE cell signal. activation, % at 10 µM. 360,000 tested, 0.22% active. AID 624168, 2012;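 active means activation of at least 8% versus controls, or a plate z-score of at least 8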;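 further: Pro5 are CHO cells carrying HIG-tagged alpha-DG that lacks glycosylation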
MC4R ag barr: MC4R agonists recruiting beta-arrestin, primary screen, cell-based, luminescence, agonist arm of biased-ligand search; Melanocortin receptor 4 (Homo sapiens), P32245; U2OS MC4R beta-arrestin complementation; percent of melanotan II response, DMSO zero; activation, % at 8.9 µM; 360,000 tested, 0.98% active;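 active means activation above a per-plate cutoff, the mean activation of sample wells on that plate plus 3 SD, cut at about 8% in these data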
Vif imaging: HIV Vif self-association inhibitors, primary screen, imaging, HEK293T, single point; HEK293T cells, Vif self-association by quenched fluorescence, 24 h; 340,000 tested, 0.35% active; AID 602346, 2012; inhibition, % at 7.49 µM; in the data active means inhibition above about 50%, passing the limit was not always enough; further: some results filed as inactive read as strong as hits
m5-HT2A agonist: mouse Htr2a agonists via beta-arrestin recruitment, primary screen, cell-based, luminescence; 5-hydroxytryptamine receptor 2A (Mus musculus), P35363; 360,000 tested, 0.66% active; AID 624169, 2012; activation, % at 7.6 µM; CHO-K1 mHTR2A beta-arrestin complementation; percent of 30 µM serotonin response;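 active means activation above a run cutoff, the mean activation of all tested compounds plus 3 SD, cut at about 14% in these data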;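 further: 0% = plate median of compound wells and 100% = 30 µM serotonin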
ABCB6 inh MLPCN: ABCB6 transporter inhibitors, primary screen, K562-ABCB6 cells, flow cytometry, MLPCN library; AID 602162, 2011; K562-ABCB6 porphyrin accumulation, 1 h; active compounds read low; 360,000 tested, 0.19% active; fluorescence ratio to DMSO, % at 10 µM;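 active means fluorescence ratio to DMSO below 75%, the collection mean minus 3 SD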;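 further: signal is porphyrin accumulated inside mitochondria; 100% equals median channel fluorescence of DMSO control wells; lower ratio means ABCB6 inhibition with less porphyrin fluorescence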
Numbers without * were called inactive; · = no result given.

[1] c1ccc(CCn2cccc2)nc1
[2] Cc1ccc(-c2nc(CS(=O)(=O)CC(=O)NC3CC3)c(C)o2)cc1
[3] Cc1cc(OC(=O)c2ccc(C)c(C)c2)c([N+](=O)[O-])c(=O)[nH]1
[4] COc1ccc(/C=C/C(=O)NCC(=O)N/N=C/c2cc(Br)ccc2OC)cc1
[5] Cc1ccc(C)c(N2CCN(C(=O)C3CCN(S(=O)(=O)c4cccc5nsnc45)CC3)CC2)c1
[6] Cc1ccc(NC(=O)COS(=O)c2ccc(C)cc2)cc1 (centres undefined)
[7] Cc1ccc(CNC2CCCCC2)s1
[8] Cc1cc2c(C)ccc(C)c2nc1SCC(=O)c1cccs1
Compound	1	2	3	4	5	6	7	8
CaV13 FRET inh	-5	-16	-3	-5	-5	-12	-1	·
PDI inh	5	2	6	-3	8	10	14	13
MC4R antagonist	12	12	0	16	-1	3	-1	5
H9c2 protect	-2	-2	-6	4	2	-6	6	-11
N-glyco inh	1	1	0	0	-2	-1	2	0
aDG glyco up	0.2	0.3	-0.1	0.0	1.9	-0.1	0.1	0.2
MC4R ag barr	-0.6	-2.4	-1.1	1.0	-2.2	-0.5	2.2	0.6
Vif imaging	15	13	-5	2	-13	15	-15	-2
m5-HT2A agonist	5	-4	0	-3	-1	4	1	2
ABCB6 inh MLPCN	97	97	105	98	92	104	101	96

[9] COc1ccc(Nc2ccc(Nc3ccc(OC)cc3)nn2)cc1
[10] O=C(N/N=C/C=C/c1ccco1)c1cccs1
[11] Cc1cccc(-c2noc(CCC(=O)NCc3ccccc3)n2)c1
[12] Cc1ccc(NC(=O)COC(=O)[C@@H]2CCCN2C(=O)c2cccs2)cc1S(=O)(=O)N(C)C
[13] CCOC(=O)Cc1csc(NC(=O)Nc2ccc(F)cc2)n1
[14] COc1ccc(C2NC(=O)NC(C)=C2C(=O)OCc2ccccc2)cc1 (centres undefined)
[15] COCCCNc1nc2c([nH]1)c(=O)[nH]c(=O)n2C
[16] CCCCCc1ccc(-c2ccc(=O)[nH]n2)cc1
Compound	9	10	11	12	13	14	15	16
CaV13 FRET inh	-3	-11	-4	-3	-5	-5	·	-2
PDI inh	-22	-1	2	-2	-2	0	-1	1
MC4R antagonist	-5	-15	9	14	4	-1	-1	11
H9c2 protect	-5	10	-3	2	-7	6	4	-11
N-glyco inh	1	5	0	3	-1	-1	-1	2
aDG glyco up	-0.3	0.0	0.0	-0.2	0.1	0.1	-0.1	1.0
MC4R ag barr	-0.7	-3.9	-0.7	0.0	-0.2	-0.8	-1.1	1.7
Vif imaging	-29	14	-4	5	-11	-8	3	·
m5-HT2A agonist	-1	-2	0	4	4	-7	-1	2
ABCB6 inh MLPCN	100	102	101	102	100	96	89	85

[17] Cc1c(C(=O)NC(C)CN2CCCCC2)oc2ccccc12 (centres undefined)
[18] O=C1CCCc2oc3ccc(NS(=O)(=O)c4cccc5cccnc45)cc3c21
[19] CC(NC(=O)c1ccco1)C(=O)OC(C)C(=O)NCc1ccccc1 (centres undefined)
[20] Cc1ccc(CCC(=O)Nc2ccc(C#N)cc2)o1
[21] CCn1cc(C(=O)N[C@@H](CCSC)C(=O)NCCN2CCOCC2)c(=O)c2cc3c(cc21)OCO3
[22] Nc1ccc(C23CC4CC(CC(O)(C4)C2)C3)cc1
[23] Cn1ccc(C(=O)N/N=C/c2ccccc2[N+](=O)[O-])n1
[24] CC(=C1C2C=CC1C1C(=O)NC(=O)C21)c1ccccc1 (centres undefined)
Compound	17	18	19	20	21	22	23	24
CaV13 FRET inh	-10	6	1	-16	-6	-2	-5	-8
PDI inh	-14	0	-6	2	-15	0	5	-8
MC4R antagonist	0	-1	6	8	-1	-1	2	4
H9c2 protect	2	-17	0	-1	7	-8	0	-4
N-glyco inh	-1	-3	3	2	1	-2	1	0
aDG glyco up	0.1	0.6	0.3	-0.3	0.0	1.1	0.1	-0.4
MC4R ag barr	1.6	1.1	-1.5	-0.5	1.1	-1.3	0.8	-2.4
Vif imaging	15	-17	-1	-3	5	0	-8	-4
m5-HT2A agonist	-1	-1	-1	3	3	1	0	-1
ABCB6 inh MLPCN	106	101	96	99	103	107	102	102

[25] CCC(=O)Nc1ccccc1Sc1ncnc2scc(-c3ccccc3)c12
[26] O=C(O)c1ccc(COc2ccccc2/C=C2\NC(=O)N(Cc3ccccc3F)C2=O)cc1
[27] CC(C)N(C(=O)CSc1nnc(-c2ccc3c(c2)OCO3)n1C)C(C)C
[28] Cc1ccc(S(=O)(=O)N(C)Cc2ccc(C(=O)NN=C3C4CC5CC(C4)CC3C5)cc2)cc1
[29] CCOC(=O)C1=NOC2COC3(CCN(c4ncccn4)CC3)OCC12 (centres undefined)
[30] OCCOc1cccc(CN2CCC(CO)(CCOc3ccccc3)CC2)c1
[31] CCOc1ccc(NC(=O)C(C)N2C(=O)c3ccccc3S2(=O)=O)cc1 (centres undefined)
[32] Clc1ccc(-c2nnc(-c3ccc4ccccc4c3)o2)cc1
Compound	25	26	27	28	29	30	31	32
CaV13 FRET inh	-17	-10	10	-17	-5	-4	-5	-6
PDI inh	-8	-5	-5	5	2	2	-1	6
MC4R antagonist	3	2	10	15	-7	18	-1	6
H9c2 protect	2	-3	-10	6	3	5	-2	-7
N-glyco inh	-2	1	-2	0	2	-1	2	0
aDG glyco up	-0.1	0.0	0.9	-0.2	-0.3	0.0	-0.4	0.2
MC4R ag barr	-2.8	-2.6	-1.5	0.5	-1.4	0.0	-1.4	1.4
Vif imaging	2	5	3	-3	-2	-4	-2	12
m5-HT2A agonist	-5	-3	4	-2	15*	-1	3	0
ABCB6 inh MLPCN	102	97	99	95	101	106	99	100

[33] COc1cccc(C(=O)Nc2cc(C(=O)NCc3ccc(C)cc3)ccc2N2CCC3(CC2)CC(c2cccc(Br)c2)=NO3)c1
[34] Cc1nc2sccn2c(=O)c1S(=O)(=O)Nc1ccc(N2CCOCC2)c(Cl)c1
[35] CCn1c(SCC(=O)NCc2cccs2)nnc1-c1ccncc1
[36] COC(=O)c1ccc(NC(=O)c2ccc3c(c2)C(=O)N(C)C3=O)cc1
[37] O=C(NC(=S)Nc1ccc2c(c1)OCCO2)c1ccco1
[38] Cc1cccc(S(=O)(=O)C(C#N)c2nc3ccccc3nc2N2CCOCC2)c1 (centres undefined)
[39] CCCS(=O)(=O)N1CCCC(C(=O)NCCCN(Cc2ccccc2)C(C)C)C1 (centres undefined)
[40] Cc1ccsc1C(=O)Nc1cc(Cl)ccc1-n1cncn1
Compound	33	34	35	36	37	38	39	40
CaV13 FRET inh	-9	1	-8	-5	9	-8	·	-6
PDI inh	-4	·	10	1	-1	3	10	2
MC4R antagonist	-1	5	0	5	0	17	6	5
H9c2 protect	1	-15	-2	-6	-11	0	-6	1
N-glyco inh	0	-1	1	-1	-11	0	0	0
aDG glyco up	0.1	2.2	-0.1	0.0	0.2	-0.1	0.0	0.1
MC4R ag barr	0.1	-0.5	-2.1	-0.4	0.9	0.3	-0.2	-0.3
Vif imaging	-6	2	-4	-4	-1	·	5	-3
m5-HT2A agonist	2	3	5	-1	-2	6	1	-3
ABCB6 inh MLPCN	92	99	96	101	99	103	111	115

[41] O=C(CN1CCN(c2cccc(Cl)c2)CC1)Nc1nccs1
[42] N#Cc1ccc2sn(-c3ccccc3)c(=O)c2c1
[43] Cc1cnc(C(=O)OCC(=O)NC(C)CCc2ccccc2)cn1 (centres undefined)
[44] Cc1cccc(CN2CCN(Cc3ccco3)CC2)c1
[45] CCCc1c(C(=O)N/N=C(\C)c2cccnc2)nnn1-c1nonc1N
[46] CCCS(=O)(=O)NCc1cn2c(C)csc2n1
[47] COc1ccc(CC(=O)Nc2ccc(-c3noc(-c4cccc(OC)c4)n3)cc2)cc1
[48] c1coc(-c2nnc(-c3ccco3)nn2)c1
Compound	41	42	43	44	45	46	47	48
CaV13 FRET inh	0	-6	-15	-21	-5	-4	-7	-3
PDI inh	9	-5	0	5	-1	·	-5	13
MC4R antagonist	21	2	1	11	5	0	-5	-18
H9c2 protect	13	-28	0	-1	2	9	-10	-7
N-glyco inh	0	3	2	-1	-2	-2	-1	2
aDG glyco up	0.5	0.1	-0.2	0.0	-0.3	-0.2	0.5	0.7
MC4R ag barr	-1.0	-4.6	-0.4	0.2	-0.8	0.0	6.6	-2.8
Vif imaging	-5	-6	0	-2	5	·	6	16
m5-HT2A agonist	-6	-1	4	-6	4	8	9	2
ABCB6 inh MLPCN	94	98	119	98	92	99	99	99

Four compounds from above, ordered by the number in m5-HT2A agonist, falling:
| cpd | Compound | m5-HT2A agonist |
| --- | --- | --- |
| 1 | c1ccc(CCn2cccc2)nc1 | 5 |
| 21 | CCn1cc(C(=O)N[C@@H](CCSC)C(=O)NCCN2CCOCC2)c(=O)c2cc3c(cc21)OCO3 | 3 |
| 36 | COC(=O)c1ccc(NC(=O)c2ccc3c(c2)C(=O)N(C)C3=O)cc1 | -1 |
| 41 | O=C(CN1CCN(c2cccc(Cl)c2)CC1)Nc1nccs1 | -6 |

Structures listed so far printed as active in m5-HT2A agonist:
#	SMILES	CaV13 FRET inh	PDI inh	MC4R antagonist	N-glyco inh	aDG glyco up	MC4R ag barr	Vif imaging	m5-HT2A agonist	ABCB6 inh MLPCN
29	CCOC(=O)C1=NOC2COC3(CCN(c4ncccn4)CC3)OCC12 (centres undefined)	-5	2	-7	2	-0.3	-1.4	-2	15*	101

(next part)
[49] Cc1cc(C)c(OCCOCCN2CCN(C)CC2)c(Cl)c1
[50] O=C(Cn1cnc2c(nnn2-c2cccc(Cl)c2)c1=O)N1CCCC1
[51] CC(NC(=O)c1ccccc1)C(=O)N/N=C/c1ccc(O)cc1 (centres undefined)
[52] COc1ccc(N(CC(=O)NCc2ccc(C)cc2)S(=O)(=O)c2c(C)[nH]c(=O)[nH]c2=O)cc1
[53] O=C(N/C(=C\c1cccc([N+](=O)[O-])c1)C(=O)N1CCOCC1)c1ccc([N+](=O)[O-])cc1
[54] CC(C)n1cc(/C(N)=N/O)c(=O)n(Cc2ccccc2)c1=O
Compound	49	50	51	52	53	54
CaV13 FRET inh	-19	-11	13	-5	8	-6
PDI inh	-1	-8	-2	7	6	-3
MC4R antagonist	3	-2	-1	3	-4	1
H9c2 protect	5	0	-1	2	0	3
N-glyco inh	1	-2	3	1	3	1
aDG glyco up	0.3	-0.2	-0.1	0.0	0.1	-0.1
MC4R ag barr	-0.1	0.1	-0.6	-1.3	-1.1	-0.7
Vif imaging	-5	15	-1	-2	0	-4
m5-HT2A agonist	-5	1	1	6	-1	-7
ABCB6 inh MLPCN	111	111	104	98	121	96
